# BRCA1 expr act: increases BRCA1 expression; MCF7-BRCA1-FFLuc reporter, luminescence, 48 h; response scale: scaled: vehicle 0%, 10 µM genistein 100%; 380,000 tested, 1.1% active; Potency, µM (doses to about 46.1 µM), for the others: top-dose activation, usual class: activators; AID 624202; further: potency means the concentration at half of the fitted maximal effect; nearly all actives have a fitted effect of over 80% in size; some results filed as inactive show a strong effect at the top dose
#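 Activators of BRCA1 expression were detected as increased firefly luciferase luminescence in engineered MCF7 cells after 48 h compound incubation. Signals were scaled to genistein 10 microM as full activation.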
# USP2a inh: inhibitors of human ubiquitin-specific protease USP2a | AID 463254 | O75604 | USP2 core, Ub-CHOP2 coupled fluorogenic reporter, 485/531 | Potency, µM (series often up to 38.3 µM), inactives show top-dose activity change, negative = inhibition, usual class: inhibitors | 330,000 tested, 0.01% active;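 further: potency means the concentration at half of the fitted maximal effect; plate controls were DMSO wells for no effect and full inhibition by NEM control for full effect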
#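 Cell-free coupled assay: 10nM USP2 core preincubated 30min RT with compound in Tris-HCl pH 8.0/CaCl2/CHAPS buffer, then 25nM Ub-CHOP2 and 25nM reporter substrate; fluorescence (Ex 485/Em 531) read after 60min RT, normalized to NEM inhibition, concentration-response curves fitted.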
# Eya2 phos inh: inhibitors of human Eya2 phosphatase activity; O00167; recombinant Eya2, OMFP fluorescence dephosphorylation (OMFP is methylfluorescein phosphate); Potency, µM (doses to about 76.9 µM), without a hit: at the highest dose activity, negative = inhibition, most hits filed as inhibitors; 330,000 tested, 0.006% active; AID 488837; further: potency means the concentration at half of the fitted maximal effect; on the % scale 0 is the no-effect control and ±100 the full control effect
#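 Eya2 protein (added as 0.2 uM solution) was preincubated with compound for 10 min at ambient temperature in 50 mM HEPES pH 7.5, 50 mM NaCl, 5 uM MgCl2, 0.05% BSA, 1 mM DTT. OMFP (added at 50 uM) then reacted 10 min; fluorescence read at 485/525 nm.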
# ASM inhibitor: inhibitors of human secretory acid sphingomyelinase. placental ASM, HMU-PC fluorogenic substrate, 60 min. Potency, µM (highest dose often 57.5 µM), for inactives: top-dose activity change, negative = inhibition, hits mostly inhibitors. 340,000 tested, 0.006% active; further: potency means the concentration at half of the fitted maximal effect
# Target sequence (P17405 47-631 limits assumed): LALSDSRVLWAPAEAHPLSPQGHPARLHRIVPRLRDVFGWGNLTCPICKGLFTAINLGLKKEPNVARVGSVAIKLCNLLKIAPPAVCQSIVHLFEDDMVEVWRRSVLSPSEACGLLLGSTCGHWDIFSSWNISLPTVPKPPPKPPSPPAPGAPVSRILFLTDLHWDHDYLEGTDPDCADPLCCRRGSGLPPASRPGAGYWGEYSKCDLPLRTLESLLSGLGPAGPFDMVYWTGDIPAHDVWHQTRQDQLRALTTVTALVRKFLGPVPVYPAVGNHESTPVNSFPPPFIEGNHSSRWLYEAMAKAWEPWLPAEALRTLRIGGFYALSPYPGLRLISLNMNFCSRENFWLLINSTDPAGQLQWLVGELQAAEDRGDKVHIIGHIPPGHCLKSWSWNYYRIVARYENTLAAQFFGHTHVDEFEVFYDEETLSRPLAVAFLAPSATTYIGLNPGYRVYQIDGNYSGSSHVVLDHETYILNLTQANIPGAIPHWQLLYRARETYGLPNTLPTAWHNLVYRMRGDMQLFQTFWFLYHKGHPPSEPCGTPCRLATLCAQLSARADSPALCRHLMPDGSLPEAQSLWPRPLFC
#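 Human placenta-derived ASM enzyme was preincubated with compound for 10 minutes at room temperature, then given fluorogenic substrate HMU-PC0 (9 uM final) for 60 minutes at 37 °C; a pH 10 stop preceded fluorescence reading at Ex 386/Em 447 nm.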
# TRPV1 ag: activates the human vanilloid receptor TRPV1; Q8NER1; AID 540275; TRPV1-expressing cells, Fluo-8 calcium influx, agonist mode; activation, % at 8.33 µM; 320,000 tested, 0.19% active; in the data active means activation above about 80%; inconclusive means between about 30% and that limit; further: 0% is about no effect
#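 TRPV1-expressing cells were cultured overnight at 35.5C and loaded with Fluo-8 calcium dye for 40 to 90 min at room temperature. After a 10 s baseline, compound was added and calcium influx was read kinetically for 3 min (ex 480/em 520 nm).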
# uPA surface inh: cell surface uPA generation inhibition; cell surface uPA generation assay, qHTS; 330,000 tested, 0.31% active; AID 540303; Potency, µM (series often up to 38.3 µM), for the others: at the top dose activity change, negative = inhibition, usual class: inhibitors; active means well fitted inhibition curve with a large enough effect; inconclusive means small, poorly fitted or top-dose-only effect; inactive means no such curve, though single readings can be large or run the other way; tested in mouse RAW 264.7 cells; further: potency means the concentration at half of the fitted maximal effect; on the % scale 0 is the no-effect control and ±100 the full control effect; nearly all actives have a fitted effect of over 55% in size
# p53 reactivator: restores transcriptional activity of mutant p53; 320,000 tested, 0.063% active; Potency, µM (series often up to 92.2 µM), for inactives: at the top dose activity change, positive = activation, most hits filed as activators; AID 504706; H1299 p53-A138V BP100-luciferase reporter, luminescence, 24 h; further: potency means the concentration at half of the fitted maximal effect; % of control where 0% means no effect; nearly all actives have a fitted effect of over 45% in size
#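 p53-null H1299 cells stably carrying temperature-sensitive p53-A138V and a BP100-luciferase reporter were pinned with compounds (4-point, 1:5 series) and held 24 hrs at 37 deg C. Luminescence was read 10 min after detection reagent.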
# PTAP TSG101 blk: blocks PTAP/TSG101 interaction to inhibit HIV-1 budding; Q99816; Fluorescence polarization, FITC-PTAP peptide / Tsg101 binding; Potency, µM (top dose mostly 115 µM), for the others: top-dose activity change, negative = inhibition, hits mostly inhibitors; AID 493005; 340,000 tested, under 10 active; active means well fitted inhibition curve with a large enough effect in the main read-out, with a control signal flat, not every such curve was filed as active; inconclusive means small, poorly fitted or top-dose-only effect, or effect the other way, or a change in a side signal; inactive means no such curve, though single readings can be large or run the other way; further: potency means the concentration at half of the fitted maximal effect; % of control where 0% means no effect
# Target sequence (Q99816 whole entry, looked up): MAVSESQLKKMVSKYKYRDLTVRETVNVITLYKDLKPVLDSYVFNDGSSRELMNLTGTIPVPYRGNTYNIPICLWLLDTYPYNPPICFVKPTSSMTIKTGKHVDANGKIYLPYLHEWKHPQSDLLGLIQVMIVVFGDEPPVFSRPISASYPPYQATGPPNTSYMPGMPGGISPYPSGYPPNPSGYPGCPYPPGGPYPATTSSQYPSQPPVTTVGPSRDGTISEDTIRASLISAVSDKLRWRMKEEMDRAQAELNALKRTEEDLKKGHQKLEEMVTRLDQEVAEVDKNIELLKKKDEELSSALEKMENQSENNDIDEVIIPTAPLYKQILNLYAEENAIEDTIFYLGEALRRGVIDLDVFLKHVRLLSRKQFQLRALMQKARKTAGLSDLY
#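 Steps: Tsg101 binding domain dispensed (10 uM final), compounds pinned in DMSO, FITC-labeled PTAP-motif peptide added (50 nM final); after 20 min binding at room temperature, polarization measured.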
# ELG1 genotox: induces genotoxicity in HEK293T cells with luciferase-tagged ELG1 | HEK293T ELG1-luciferase reporter, luminescence, 16 h | Potency, µM (doses to about 46 µM), without a hit: top-dose activity change, positive = activation, actives largely listed as activators | 330,000 tested, 1.3% active | AID 504466; further: potency means the concentration at half of the fitted maximal effect; % of control where 0% means no effect; nearly all actives have a fitted effect of over 60% in size
#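 HEK293T cells expressing luciferase-tagged ELG1 were exposed to compound or DMSO vehicle for 16 hr at 37 °C and 5% CO2. Luciferase activity was then measured with ONE-Glo after 30 min at room temperature.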
# a7 integrin act: integrin-mediated muscular dystrophy alleviation activation; Potency, µM (top dose mostly 38.3 µM), inactives show top-dose activation, actives largely listed as activators; alpha7betagal myoblasts, beta-gal FDG fluorescence, 48 h; AID 624291; 350,000 tested, 0.064% active;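 further: potency means the concentration at half of the fitted maximal effect; 100% = response of the positive control SU9516; nearly all actives have a fitted effect of over 60% in size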
#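 alpha7betagal+/- myoblasts (passage 13, 250/well) treated 48 h at 37C with compounds at 1:260 dilution of DMSO stock. Lysed, then beta-galactosidase activity read as FDG fluorescence (ex 480/em 540) after 30 min, with pre-read for autofluorescence.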
# B2AR arrestin: beta2AR (human) beta-arrestin recruitment activity | beta-arrestin recruitment to beta2AR, cell-based reporter | Potency, µM (titrated, usually from 46.1 µM), inactives show top-dose activation, actives largely listed as activators | 330,000 tested, 0.02% active | AID 492947;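 further: potency means the concentration at half of the fitted maximal effect; 0% = DMSO controls and full agonism = EC100 isoproterenol or metaproterenol; nearly all actives have a fitted effect of over 65% in size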
# Active calls of the source: *; ? = inconclusive; . = not tested or not shown; & = joins results of further samples; [ ] = dose if it differs, or a comment. Unless noted, the call rests on the fitted dose curve; in most records, active means well fitted curve in the direction sought with a large enough effect; inconclusive means small, poorly fitted or top-dose-only effect, or another doubt; inactive means no such curve, though single readings can be large; an effect the other way counts as inactive or inconclusive.
SMILES,BRCA1 expr act,USP2a inh,Eya2 phos inh,ASM inhibitor,TRPV1 ag,uPA surface inh,p53 reactivator,PTAP TSG101 blk,ELG1 genotox,a7 integrin act,B2AR arrestin
Cc1ccnn1CC(=O)N/N=C/c1c[nH]c2ccccc12,-8%,-2%,9%,5%,0,16%,1%,1%,-1%,-25%,-0.6%
O=S(=O)(NC1CCN(S(=O)(=O)c2ccc3c(c2)OCCO3)C1)c1c(F)cccc1F (stereo not given),-11%,-1%,0%,0%,-4,7%,-12%,6%,0%,.,0.1%
CC(=O)c1cnn(-c2nc3c(C)cccc3s2)c1C,22%,-1%,-1%,0%,2,8%,?,0%,5%,-7%,0.3%
Cc1c(C)c(C)c(S(=O)(=O)N2CCSCC2)c(C)c1C,-19%,2%,-2%,-1%,6,2%,2%,-1%,-5%,?,4.4%
COc1cccc(NC(=O)CSc2nc3ccccc3nc2N2CCOCC2)c1,-27%&-17%,-3%,1%,-4%,?,-1%,8%,0%,-5%,3%,0.3%
Cc1noc(C)c1COC(=O)c1ccc2c(c1)OCO2,11%,3%,-7%[15.4 µM],0%,2,0%,-1%,-2%,10%,11%,-0.1%
O=C(C[n+]1cc(Br)cc(Br)c1)c1ccc(Cl)cc1,-32%,3%,5%,-2%,3,1%,-1%,-2%,-1%,-1%,0.9%
COc1ccc(Nc2nc(N3CCCCC3)c3ccccc3n2)cc1,-44%,2%,-11%,-5%,22,-5%,1%,-2%,-14%,-47%[inhibitor],0.3%
Cc1ccc([C@@H]2CC=C(C(=O)O)[C@H](c3cccc(Cl)c3)N2S(=O)(=O)c2ccc(C)cc2)cc1,11%,?,34%,-4%,4,-10%,-9%,-9%,-2%,23%,6.5%
C=CCn1c(C)nnc1SCC(=O)Nc1nc(C)c(C(=O)N(C)C)s1,-1%,-1%,5%,4%,0,-13%,4%,0%,7%,38%,-0.5%
CC(=O)Nc1nc(-c2cc([N+](=O)[O-])cs2)cs1,30%,0%,-4%,-3%,1,3%,4%,-8%,-4%,34%,-0.2%
CCCOc1ccc(Cc2nn3c(=O)/c(=C/c4ccco4)sc3nc2=O)cc1,-3%,3%,-6%,3%,-1,4%,-1%,-2%,1%,12%,-0.3%
OC(CC#CCN1CCCC1)(c1ccccc1)c1ccccc1,1%,-2%,0%,0%,1,2%,-2%,0%,-2%,-25%,-0.3%
O=C(Nc1ccc(NC(=O)c2cccs2)cc1)c1ccc2c(c1)OCO2,-11%,2%,5%,-4%,-2,1%,1%,0%,?,-31%,-0.3%
CCO[C@H]1OC(C(=O)NC2CC2)=C[C@@H](c2csc3ccccc23)[C@@H]1CCCO,-2%,-1%,1%,7%,0,2%,-2%,-3%,-4%,-23%,-1.0%
CCOc1ccc(NC(=O)CN(C)C(=O)CCSc2ccc(F)cc2)cc1OCC,0%,1%,-2%,-1%,-1,6%,1%,-10%,0%,-9%,4.4%
Cc1cc(NC(=O)CSc2nc(=O)n3cccc(C)c3n2)no1,-10%,2%,-6%,-2%,-2,2%,-1%,-4%,-7%,-32%,0.5%
CC[C@@H]1CCCCc2ccccc2[C@@H](C(=O)C[C@H](O)CC(C)=O)OC1=O,3%,4%,-10%,6%,.,-24%,-1%,-8%,0%,28%,4.3%
COc1ccc(OCCn2ccnc2)cc1,0%,2%,-8%,2%,2,16%,.,2%,2%,-19%,-0.5%
Cc1ccc(Nc2cc(-n3nc(C)cc3C)ncn2)cc1,4%,5%,6%,-2%,?,-3%,15%,-3%,0%,?,-0.3%
CC1(NC(=O)c2cccc(S(=O)(=O)N3CCCc4ccccc43)c2)CCS(=O)(=O)C1 (stereo not given),-28%,-5%,-8%,0%,9,-4%,-2%,-1%,5%,20%,-0.2%
COc1cccc(NC(=O)c2ccc(CN3CCc4ccccc4C3)cc2)c1,29%,-5%,-21%,1%,13,-11%,-3%,-11%,15%,-16%,0.2%
O=C(NC(=S)N1CCN(c2ccccc2)CC1)c1ccc(S(=O)(=O)N2CCOCC2)cc1,-1%,0%,-14%,-1%,1,-10%,0%,0%,-5%,-6%,-0.4%
Cc1c(Cl)cccc1NC(=S)N(Cc1ccccc1)Cc1cccnc1,-34%,1%,-8%,0%,9,0%,-3%,-4%,-6%,10%,0.0%
N#Cc1cc2cc3c(cc2nc1SCC(=O)N1CCOCC1)OCO3,48%,0%,5%,27%,-3,-3%,?,-5%,3.7µM*,16%,-0.9%
CC1CC(C)CN(C(=O)Cn2c(=O)n(CCCCC(=O)NC3CCCC3)c(=O)c3ccccc32)C1 (stereo not given),-26%,2%,-25%,1%,1,1%,-2%,0%,0%,0%,-0.1%
COC(=O)c1ccc(COc2cc(O)c3c(c2)OC(C)(C)CC3=O)cc1,-6%,0%,3%,-1%,-2,10%,5%,-5%,0%,-3%,-1.7%
CCCN1Cc2cccc(C(=O)Nc3ccc4c(c3)OCO4)c2C1=O,-4%,2%,6%,-9%,14,1%,0%,-1%,9%,3%,-2.3%
COc1ccc(NC(=O)/C(C#N)=C/c2ccc(OCCN3CCOCC3)c(OC)c2)c(OC)c1,2%,-2%,2%,-1%,-1,4%,2%,7%,2%,1%,-0.6%
COc1cc(-c2nc(CN3CCN(C(=O)c4ccco4)CC3)c(C)o2)ccc1F,0%,0%,1%,4%,0,-6%,-12%,-2%,-12%,11%,0.2%
CC(C(=O)Nc1ccc2c(c1)OCCO2)c1ccc([N+](=O)[O-])cc1 (stereo not given),6%,3%,1%,-1%,6,4%,-2%,-6%,0%,5%,0.4%
COC(=O)CSc1nc2c(c(C3CC=CCC3)c1C#N)CCC2 (stereo not given),10%,-9%,-9%,-2%,7,-5%,1%,1%,-3%,5%,-0.1%
Cc1ccccc1NC(=O)c1nc2nccc(C)n2n1,.,4%,13%,.,1,.,-1%,.,?,.,-0.9%
COC(=O)c1ccccc1NC(=O)Oc1ccc(C(C)C)cc1,0%,2%,0%,26%,.,.,-6%,2%,3%,16%,-0.5%
Cc1cc(Br)cc2c(C(=O)NCC3CCCO3)cc(-c3ccccc3)nc12 (stereo not given),-6%,-2%,2%,-3%,?,23%,?,-2%,?,1%,-0.9%
Oc1ccc(/C=N/Nc2ccc(C(F)(F)F)cn2)cc1,6.3µM*,-3%,-7%,10%,-2,-8%,8%,-4%,?,-10%,0.1%
COc1ccccc1/C=C(/C(=O)NCCCn1ccnc1)c1ccccc1,-12%,-3%,-1%,3%,10,21%,2%,-5%,-8%,-19%,0.2%
Cc1ccc(N(CC(=O)Nc2c(C)n(C)n(-c3ccccc3)c2=O)S(C)(=O)=O)cc1C,-6%,4%,9%,2%,-1,2%,-9%,-4%,8%,-8%,0.3%
O=C(NC1=NCCS1)C1Cc2ccccc2CN1C(=O)c1ccccc1 (stereo not given),7%,-3%,-25%,2%,3,3%,17%,-23%,?,20%,-1.7%
O=C(COC(=O)CCc1nc2ccccc2c(=O)[nH]1)NC1CCS(=O)(=O)C1 (stereo not given),-3%,2%,-10%,1%,-1,2%,4%,-4%,.,2%,0.0%

# Single entries from the entries so far:
# USP2a inh result of `O=C(NC1=NCCS1)C1Cc2ccccc2CN1C(=O)c1ccccc1` (stereo not given) is entered as -3%
# p53 reactivator result of `CC(C(=O)Nc1ccc2c(c1)OCCO2)c1ccc([N+](=O)[O-])cc1` (stereo not given) is entered as -2%

# (continued)
SMILES,BRCA1 expr act,USP2a inh,Eya2 phos inh,ASM inhibitor,TRPV1 ag,uPA surface inh,p53 reactivator,PTAP TSG101 blk,ELG1 genotox,a7 integrin act,B2AR arrestin
Brc1cc2c(cc1-c1nc3ccccc3s1)OCO2,15%,-1%,3%,-1%,-1,-9%,21%,-5%,12%,-51%[inhibitor],0.3%
O=C(NC1CC1)C1CCN(C2CCN(C(=O)Cc3ccc(F)cc3)CC2)CC1,-35%,-4%,-6%,1%,-4,2%,0%,-2%,1%,31%,-0.6%
COc1cc(SC)ccc1C(=O)OCC(=O)N1CCCC1,62%,-6%,-3%,1%,1,0%,6%,-1%,?,0%,-0.5%
CN(CC(=O)Nc1ccccc1C(F)(F)F)C(=O)C1=COCCO1,3%,-1%,-1%,2%,2,-8%,2%,-1%,2%,-1%,0.0%
O=C(c1ccc(Cl)c(S(=O)(=O)N2CCCC2)c1)N1CCN(c2ncccn2)CC1,0%,8%,19%,1%,1,-4%,-1%,1%,-3%,6%,-0.7%
O=C1c2oc3ccc(Cl)cc3c(=O)c2C(c2ccco2)N1CCN1CCOCC1 (stereo not given),-22%,1%,-11%,1%,2,-6%,22%,-6%,-1%,-6%,-0.7%
